Screens (PubChem)
PKM2 act: increases activity of human pyruvate kinase M2 | purified PKM2, Kinase-Glo ATP luminescence, activation; response scale: 0% is enzyme alone, no compound | Potency, µM (doses to about 57.5 µM), for inactives: at the top dose activation, hits mostly activators | actives 0.34% (n = 260,000); further: potency means the concentration at half of the fitted maximal effect; on the % scale 0 is the no-effect control and ±100 the full control effect; nearly all actives have a fitted effect of over 55% in size
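hPK-M2, >95% pure; 0.1 mM ADP / 0.5 mM PEP final; imidazole pH7.2 buffer w/ 7 mM MgCl2, 50 mM KCl; 1 h RT; Kinase-Glo lum. Intermediate enzyme activity for dual inhibitor/activator qHTS.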
Menin MLL FP TR: menin-MLL binding inhibition, Texas Red mutant peptide. O00255. Menin + Texas Red MLL mutant peptide, fluorescence polarization. Potency, µM (highest dose often 61.6 µM), inactives show at the top dose FP activity change, negative = inhibition, usual class: inhibitors. actives 0.23% (n = 270,000); active means well fitted inhibition curve with a large enough effect in the polarisation, with a control signal flat, not every such curve was filed as active; inconclusive means small, poorly fitted or top-dose-only effect, or effect the other way, or a change in a side signal; inactive means no such curve, though single readings can be large or run the other way; the % refers to the polarisation; further: potency means the concentration at half of the fitted maximal effect; % of control where 0% means no effect; many of its hits are not listed in these tables
FBPA coupling cs: inhibits coupling enzyme system, counter-screen for aldolase hits; AID 2472; coupling enzyme system counterscreen, AmpLite Red fluorescence; actives 0.67% (n = 290,000); activity change, negative = inhibition, % at 58.2 µM, hits read low; in the data active means activity change below about -30%; further: on the % scale 0 is the no-effect control and ±100 the full control effect
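Activity here indicates interference with the coupling reaction, not aldolase inhibition. Compounds at 57.5 uM final met coupling enzymes for 10 min at RT; substrate and AmpLite Red detection followed, with a 525/598 nm fluorescence read after 20 min.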
MLL CXXC-DNA inh: inhibitors of human MLL CXXC domain-DNA interaction | Q03164 | MLL-CXXC / FITC-HOXA9 DNA fluorescence polarization | Potency, µM (highest dose often 115 µM), without a hit: at the top dose activity change, negative = inhibition, hits mostly inhibitors | actives 0.037% (n = 290,000) | AID 2662; active means well fitted inhibition curve with a large enough effect in the polarisation, with a control signal flat, not every such curve was filed as active; inconclusive means small, poorly fitted or top-dose-only effect, or effect the other way, or a change in a side signal; inactive means no such curve, though single readings can be large or run the other way; the % refers to the polarisation; further: potency means the concentration at half of the fitted maximal effect
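Steps: dispense CXXC domain solution (7 uM) → pin compounds or unlabeled HOX-A9 DNA control → 5 min ambient → add FLSN-HOX-A9 solution (50 nM) → spin → 30 min ambient → fluorescence polarization. Tris pH 7.5/NaCl/DTT/BSA buffer.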
Giardia killer: Giardia lamblia killing. Giardia lamblia trophozoite viability. activity change, % at 7.66 µM, hits read low. actives 0.15% (n = 340,000); in the data active means activity change below about -80%; inconclusive means between about -30% and that limit;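 further: parasites exposed to compound for two days anaerobically before the ATP read; on the % scale 0 is the no-effect control and ±100 the full control effect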
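Media and compound were dispensed first, then trophozoites at 100 cells/well; plates sat 48 hrs at 37 deg C without oxygen before ATP luminescence reagent was added and read after 15-30 min at room temperature.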
hERG WT inh: blocks the wildtype human KCNH2 potassium channel. Q12809. U2OS, BacMam KCNH2, thallium flux FluxOr; hits give low values. activity change, % at 1.84 µM. actives 0.37% (n = 340,000). AID 720551;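 active means maximum activity change below -70%; inconclusive means maximum activity change between -70% and -50%; inactive means maximum activity change above -50%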; further: on the % scale 0 is the no-effect control and ±100 the full control effect
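U2OS cells were transduced with wild-type KCNH2 virus (2.03 x 10^8 / mL) for 4 h at room temperature, then cultured overnight at 37 C. Thallium flux was read with FluxOr dye. Rate constants were normalized to DMSO controls.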
B2AR arrestin: beta2AR (human) beta-arrestin recruitment activity; Potency, µM (top dose mostly 46.1 µM), without a hit: at the top dose activation, usual class: activators; P07550; actives 0.02% (n = 330,000); beta-arrestin recruitment to beta2AR, cell-based reporter;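 further: potency means the concentration at half of the fitted maximal effect; 0% = DMSO controls and full agonism = EC100 isoproterenol or metaproterenol; nearly all actives have a fitted effect of over 65% in size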
GALK inhibitor: galactokinase (human) inhibition; AID 1868; actives 0.007% (n = 270,000); Purified GALK, Kinase-Glo residual ATP luminescence; Potency, µM (highest dose often 57.5 µM), without a hit: at the highest dose activity change, negative = inhibition, actives largely listed as inhibitors; further: potency means the concentration at half of the fitted maximal effect; on the % scale 0 is the no-effect control and ±100 the full control effect
Target sequence (P51570 whole entry, looked up): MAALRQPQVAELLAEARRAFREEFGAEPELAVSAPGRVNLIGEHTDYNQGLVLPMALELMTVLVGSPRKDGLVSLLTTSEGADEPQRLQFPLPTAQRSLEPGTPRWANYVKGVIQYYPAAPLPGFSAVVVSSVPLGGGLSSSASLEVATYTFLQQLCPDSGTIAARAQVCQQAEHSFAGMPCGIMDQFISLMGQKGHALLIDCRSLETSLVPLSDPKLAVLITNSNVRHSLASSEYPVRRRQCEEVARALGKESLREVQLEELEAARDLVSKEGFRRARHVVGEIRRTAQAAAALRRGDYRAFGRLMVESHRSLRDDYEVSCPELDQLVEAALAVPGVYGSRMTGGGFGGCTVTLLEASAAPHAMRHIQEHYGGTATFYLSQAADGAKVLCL
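Compounds were pin-transferred into ATP buffer (35 uM final), then GALK plus galactose (5 nM, 100 uM final) was added. After 1 h at room temperature, Kinase-Glo Plus was added and luminescence read after 10 min.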
KCNH2 3.1 inh: inhibitors of human KCNH2 3.1 potassium channel isoform | U2OS KCNH2 3.1, thallium flux FluxOr; hits give low values | activity change, % (tested at about 1.8 µM) | actives 0.95% (n = 340,000) | AID 720553;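 active means maximum activity change below -70%; inconclusive means maximum activity change from -70% to -50%; inactive means maximum activity change above -50%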;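 further: thallium influx rate constant from kinetic fluorescence after stimulation buffer; on the % scale 0 is the no-effect control and ±100 the full control effect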
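Steps: virus added to U2OS suspension (4 h, RT, dark); medium with 10% FBS added, cells plated, 37 C overnight; FluxOr/Red40 loading buffer 45 min RT; stimulation buffer, 2 min kinetic read; rate constant normalized.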
USP2a block: blocks human ubiquitin-specific protease USP2a; USP2 core, Ub-CHOP2 coupled fluorogenic reporter, 485/531; Potency, µM (series often up to 38.3 µM), for the others: at the top dose activity change, negative = inhibition, hits mostly inhibitors; AID 463254; actives 0.01% (n = 330,000); O75604;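 further: potency means the concentration at half of the fitted maximal effect; plate controls were DMSO wells for no effect and full inhibition by NEM control for full effect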
Target sequence (O75604 whole entry, looked up): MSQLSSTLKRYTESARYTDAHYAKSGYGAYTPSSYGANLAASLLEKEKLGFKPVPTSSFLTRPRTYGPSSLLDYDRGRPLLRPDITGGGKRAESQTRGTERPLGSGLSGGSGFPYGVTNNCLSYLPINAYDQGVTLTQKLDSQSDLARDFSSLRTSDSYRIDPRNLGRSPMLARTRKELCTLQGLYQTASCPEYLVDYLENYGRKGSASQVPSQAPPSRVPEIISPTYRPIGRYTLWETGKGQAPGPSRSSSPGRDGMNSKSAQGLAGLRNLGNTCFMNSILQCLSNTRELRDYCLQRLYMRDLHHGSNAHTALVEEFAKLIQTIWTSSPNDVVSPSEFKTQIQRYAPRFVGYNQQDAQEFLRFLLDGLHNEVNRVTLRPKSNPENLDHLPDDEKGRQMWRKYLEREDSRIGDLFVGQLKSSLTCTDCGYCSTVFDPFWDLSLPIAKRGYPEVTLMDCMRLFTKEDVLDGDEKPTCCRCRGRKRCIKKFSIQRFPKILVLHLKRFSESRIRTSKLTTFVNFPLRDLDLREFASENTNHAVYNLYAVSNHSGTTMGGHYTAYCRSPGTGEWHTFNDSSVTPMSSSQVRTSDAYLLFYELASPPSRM
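Cell-free coupled assay: 10nM USP2 core preincubated 30min RT with compound in Tris-HCl pH 8.0/CaCl2/CHAPS buffer, then 25nM Ub-CHOP2 and 25nM reporter substrate; fluorescence (Ex 485/Em 531) read after 60min RT, normalized to NEM inhibition, concentration-response curves fitted.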
TRPV1 ag: activates the human vanilloid receptor TRPV1 | Q8NER1 | actives 0.19% (n = 320,000) | activation, % at 8.33 µM | TRPV1-expressing cells, Fluo-8 calcium influx, agonist mode | AID 540275; in the data active means activation above about 80%; inconclusive means between about 30% and that limit; further: 0% is about no effect
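Cells expressing TRPV1 were dye-loaded with Fluo-8 and read kinetically: 10 s baseline, 3 min after compound (agonist portion), then 2 min after EC20 capsaicin (allosteric enhancer portion). Calcium-bound dye fluorescence at 480/520 nm.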
The depositor's hits bear a star; i = inactive; ? = inconclusive; . = no result given; [ ] = another dose, or the depositor's remark. Unless noted, the call rests on the fitted dose curve; in most records, active means well fitted curve in the direction sought with a large enough effect; inconclusive means small, poorly fitted or top-dose-only effect, or another doubt; inactive means no such curve, though single readings can be large; an effect the other way counts as inactive or inconclusive. These rows are one share of the data; rates above refer to the full screens.

SMILES	PKM2 act	Menin MLL FP TR	FBPA coupling cs	MLL CXXC-DNA inh	Giardia killer	hERG WT inh	B2AR arrestin	GALK inhibitor	KCNH2 3.1 inh	USP2a block	TRPV1 ag
CC(C)(C)c1ccc(OCCCC(=O)Nc2cccc(S(=O)(=O)N3CCOCC3)c2)cc1	.	.	.	.	-1	18	0.3%	.	-2	0%	17
C=CCn1c2ccccc2c2nnc(SCc3[nH]c(=O)[nH]c3C(=O)CCCCC(=O)OCC)nc21	6%	1%	0	-2%	-4	-1	-0.8%	0%	-1	3%	-8
CC(=O)c1ccc(NC(=O)C(C)OC(=O)C2CC(=O)N(c3ccc4c(c3)OCCO4)C2)cc1 (stereo not given)	-5%	-2%	0	-2%	-8	-11	?	5%	2	-1%	1
COc1cc(NC(=O)C2CC(=O)N(Cc3ccco3)C2)c(OC)cc1Cl (stereo not given)	.	.	.	.	2	-1	0.3%	.	-2	1%	0
CCSc1ccc(-c2nn(-c3ccccc3)cc2/C=C(/C#N)C(=O)NCCCOC)cc1	2%	0%	-3	-2%	-4	-4	-1.1%	0%	-2	3%	?
CC(C)CCN(C(=O)C1=COCCO1)c1c(N)n(Cc2ccccc2)c(=O)[nH]c1=O	.	.	.	.	-13	-13	-0.1%	.	-1	1%	2
Nc1nonc1-n1nnc(C(=O)N/N=C/c2ccccn2)c1CNc1ccccc1	.	.	.	-6%	27	-3	0.0%	-5%	-1	0%	?
NC(=O)c1c(NC(=O)c2ccccc2Cl)sc2c1CCC2	-8%	25%	-1	1%	-29	-16	-0.2%	3%	8	2%	2
COc1ccc2c(c1)OC[C@H]1[C@H]2N2C(=O)CN(Cc3ccco3)C(=O)[C@@]2(C)[C@H]1c1ccccc1	.	.	.	.	-16	14	4.3%	.	?	-1%	-2
CCOC(=O)c1c(C)nc2sc3c(=O)n(-c4ccc(OC)cc4)nnc3c2c1-c1ccc(OC)cc1	-4%	.	-1	6%	19	-1	0.5%	0%	-36	-7%	.
CCN1CCN(Cc2nc3c(c(=O)n(C)c(=O)n3C)n2CCc2ccccc2)CC1	-2%	4%	0	4%	33[activator]	5	0.7%	.	-3	-2%	-1
O=C(NCCCNC(=O)c1ccco1)c1ccco1	7%	-12%	-1	4%	-5	15	-0.6%	3%	0	0%	-1
N#CCCN(C(=O)COC(=O)CCC(=O)c1cccs1)c1ccccc1	.	.	.	.	13	3	-0.1%	.	2	5%	.
O=C(NNC(=S)NC(=O)c1cn(-c2ccccc2)nc1-c1ccccc1)c1ccncc1	-5%	?	8	10%	-24	-7	-0.1%	-2%	-7	-20%	-5
CCOC(=O)c1ccc(S(=O)(=O)N2CCC(C(=O)Nc3nnc(C)o3)CC2)cc1	.	.	.	.	6	-2	-2.4%	.	-6	3%	-1
CCC(=O)N1CCCc2cc(S(=O)(=O)CCC(=O)Nc3ccccc3C)ccc21	.	.	.	4%	-8	-5	0.3%	7%	-6	3%	5
CC(Oc1ccc2c(=O)c(-c3ccc(Cl)cc3)c(C(F)(F)F)oc2c1)C(=O)O (stereo not given)	-7%	.	18	-16%	-17	-4	0.3%	1%	1	-8%	3
Fc1ccccc1Cn1cnc(NC(=S)NCCc2ccccc2)n1	1%	?	2	8%	.	.	-0.6%	2%	.	0%	-2
COc1ccc(/C=C2\Sc3ccc(C(=O)N4CCN(Cc5ccccc5)CC4)cc3N(C)C2=O)cc1OC	.	-4%	0	-5%	24	-7	0.4%	-1%	-21	3%	0
Cc1cccc(C)c1NC(=O)c1ccc(CN2CCc3ccccc3C2)cc1	-12%	4%	0	-2%	14	-7	0.5%	-1%	3	0%	3
Cc1ccnc(NS(=O)(=O)c2ccc(N=CC3=C(O)CC(C)(C)CC3=O)cc2)n1	-4%	18%	4	1%	-4	-25	-0.4%	0%	0	1%	-2
O=C(O)Cc1cn(Cc2ccc(F)cc2)c2ccccc12	5%	-2%	12	4%	-5	i	-0.2%	0%	-12	3%	4
CCn1nc(C)cc1C(=O)NC1CCCc2c1cnn2-c1ccc(C)c(C)c1 (stereo not given)	-8%	.	.	11%	4	10	-0.6%	-8%	9	-10%	?
O=S(=O)(c1cc(Cl)ccc1Cl)N1CCN(Cc2ccco2)CC1	-3%	-7%	1	14%	-9	1	-0.8%	-4%	.	-1%	2
CC1CCN(c2ccc(C(=O)NCc3ccc4c(c3)OCO4)cc2[N+](=O)[O-])CC1	13%	-1%	5	-3%	7	-7	0.0%	0%	-7	3%	2
O=C1CC(c2ccc(S(=O)(=O)NC3CC3)cc2)CN1 (stereo not given)	1%	-7%[11.7 µM]	2	-8%	-15	2	-0.3%	1%	5	1%	.
N#CCSc1ccccc1NC(=O)COc1ccc(-c2nnco2)cc1	.	.	.	.	-13	5	0.5%	.	-18	3%	2
COc1ccc(NC(=O)c2ccccc2O)c(OC)c1	-24%	?	-13	2%	-14	1	0.1%	2%	32	-4%	-2
O=C(O)C/C(=C\c1ccc(N2CCOCC2)c([N+](=O)[O-])c1)c1nc2ccccc2s1	-1%	.	1	-15%	1	-7	-1.0%	4%	0	2%	-1
O=[N+]([O-])c1nn(-c2ccc3c(c2)OCCO3)n(O)c1=NC1CCCC1	12%	-18%	0	-2%	?	-1	-0.2%	2%	-43	1%	11
CC1=CCC2C(=O)N(Cc3ccccc3)C(=O)C2C1 (stereo not given)	-15%	6%	-1	8%	2	-13	-0.5%	0%	-4	4%	5
O=C(Nc1cccc(S(=O)(=O)NC2=NCCC2)c1)c1ccc(C(F)(F)F)cc1	.	.	.	.	-17	-13	-0.1%	.	-10	2%	.
Cc1ccc(C(OCC(C)(C)C[N+](C)(C)C)c2ccccc2)cc1 (stereo not given)	-12%	-6%	-2	16%	15	10	-0.1%	-1%	-12	-5%	-9
O=C(c1ccc(Br)cc1)N1CCCc2ccccc21	-1%[11.5 µM]	3%	-5	0%	-15	-22	0.4%	-3%	28	0%	9
COc1ccc(-c2nnc(NC(=O)C(C)C)s2)c(OC)c1	5%	3%	0	5%	-9	1	0.2%	2%	17	-11%	-5
CC(=O)NC(Cc1ccc(C)cc1)C(=O)NC1CCN(C(=O)NCc2ccccc2)CC1 (stereo not given)	-1%	-5%	-4	-3%	5	-2	-0.8%	0%	8	1%	1
COc1ccc(C)cc1NC(=O)c1nnn(Cc2cc(C)ccc2C)c1N	-7%	-3%[11.7 µM]	-7	4%	22	0	0.2%	1%	-3	2%	.
Cc1nc(N=Nc2ccc(O)cc2)n[nH]1	-64%	.	3	23%	-19	5	-0.2%	15%	2	1%	3
Cn1c(=O)c(N)c2c3c(c(Br)ccc31)C(=O)c1ccccc1-2	11%	.	-1	?	3	-13	-1.1%	-2%	5	?	.
CN(C)C(=O)CSc1nnc([C@H](Cc2c[nH]c3ccccc23)NC(=O)OC(C)(C)C)o1	0%	-1%	-6	11%	4	-4	-0.1%	3%	-10	0%	?
O=C(CCCN1C(=O)/C(=C/c2cccs2)SC1=S)Nc1ccc(O)c(C(=O)O)c1	5%	?	18	16%	.	.	-0.8%	-4%	.	-1%	3
O=C(OCc1ccc(COC(=O)c2ccc(O)cc2)cc1)c1ccc(O)cc1	.	55%[activator]	5	-29%	-8	0	-0.2%	4%	0	1%	16
Cc1ccc(C)c(S(=O)(=O)N2C(=S)NC(=O)C2C(C)C)c1 (stereo not given)	5%	-10%	8	-3%	7	-10	-0.1%	0%	8	0%	-5
CC1CCCCC1NC(=O)Cn1nc(-c2ccccc2)ccc1=O (stereo not given)	3%	7%	0	9%	2	-4	-1.1%	1%	-16	4%	-2
CC(=O)Nc1ccc(Oc2ccc3nc(C)[nH]c3c2)cc1	-4%	1%	0	-3%	10	5	-0.2%	0%	-8	4%	2
Cc1[nH]c2ccccc2c1C(=O)CN1CCN(C/C=C/c2ccccc2)CC1	8%	-28%	-5	4%	6	2	-0.6%	3%	-40	-1%	9
O=C(c1nc2ncccn2n1)N1CCN(c2ccccc2)CC1	5%	30%[activator]	8	-1%	-20	-9	.	6%	-25	.	-2
CCn1cc(C(=O)O)c(=O)c2cc(F)c(N3CCN(S(=O)(=O)c4ccc(Br)cc4)CC3)cc21	1%	9%	-2	-3%	.	.	0.1%	0%	.	2%	-2
CCc1ccc(CN2CCC(N3CCC(C(=O)N4CCCC4)CC3)CC2)o1	.	.	.	-2%	14	18	0.4%	1%	-10	4%	3
Nc1ccc2oc(-c3cc(Br)ccc3Cl)nc2c1	-12%	10%	1	-2%	-3	-7	0.2%	0%	-10	-1%	-2
Cc1ccc(S(=O)(=O)NCc2ccc(C(=O)N3CCN(c4ccccc4)CC3)cc2)cc1	.	1%	0	13%	19	-21	-0.4%	-5%	6	-1%	0
CCC1CCC(C(=O)NC(C(=O)Nc2ccc3c(c2)OCCO3)C(C)C)CC1 (stereo not given)	3%	?	-12	9%	-8	-4	-0.8%	3%	-1	1%	-5
